FLuc modulator = firefly luciferase modulation, counter-screen for miR-21 project | actives 6.9% (n = 360,000) | AID 588342 | P08659 | purified FLuc, Km substrates, luminescence inhibition | Potency, µM (doses to about 57.5 µM), inactives show at the top dose activity change, negative = inhibition, hits mostly inhibitors;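 note: potency is the fitted concentration of half-maximal effect; plate controls were vehicle for no effect and reference inhibitor for full effect; nearly all actives have a fitted effect of over 55% in size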
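Biochemical qHTS of compounds, final roughly 60 µM downward over six points, against 10 nM purified firefly luciferase using Km concentrations of substrates (10 uM D-luciferin, 10 uM ATP) in Tris acetate pH 7.5 buffer; luminescence output.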
NPC1 promoter act = activators of NPC1 promoter; AID 485313; actives 2.4% (n = 320,000); Huh7 NPC1 promoter luciferase reporter, 24 h; Potency, µM (top dose mostly 9.22 µM), inactives show at the highest dose activation, hits mostly activators;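 note: potency is the fitted concentration of half-maximal effect; % of control where 0% means no effect; nearly all actives have a fitted effect of over 60% in size; reporter is driven by a mutant NPC1 promoter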
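Cells: Huh7 expressing luciferase under the NPC1 promoter, 1500/well. Seeded 2 h, compound added, incubated 24 h at 37 °C. Luciferase reagent, 10 min ambient, then luminescence.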
Mito fusion act = mitochondrial division inhibition or fusion activation. S. cerevisiae fusion-defective mutant growth rescue, CellTiterGlo 48 h. Potency, µM (doses to about 46.1 µM), for inactives: at the top dose growth rescue (activation), usual class: activators. actives 0.23% (n = 320,000). AID 485298;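 note: potency is the fitted concentration of half-maximal effect; % of control where 0% means no effect; nearly all actives have a fitted effect of over 45% in size; temperature-sensitive fusion mutants such as fzo1-1 at 37 °C on non-fermentable ethanol glycerol medium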
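S. cerevisiae fusion-defective temperature-sensitive mutants (e.g. fzo1-1, mgm1-5) grown 48 h at 37C in YPEG (ethanol/glycerol non-fermentable) medium with 23 nl compound per well; growth rescue read as CellTiterGlo luminescence.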
Menin MLL FP TR = inhibitors of human menin-MLL interaction, mutant MLL peptide; Menin + Texas Red MLL mutant peptide, fluorescence polarization; AID 1768; O00255; actives 0.23% (n = 270,000); Potency, µM (doses to about 61.6 µM), inactives show at the highest dose FP activity change, negative = inhibition, actives largely listed as inhibitors; active = well fitted inhibition curve with a large enough effect in the polarisation, with a control signal flat, not every such curve was filed as active; inconclusive = small, poorly fitted or top-dose-only effect, or effect the other way, or a change in a side signal; inactive = no such curve, though single readings can be large or run the other way; the % refers to the polarisation; note: potency is the fitted concentration of half-maximal effect; % of control where 0% means no effect; many of its hits are not listed in these tables
Target sequence (O00255 whole entry, looked up): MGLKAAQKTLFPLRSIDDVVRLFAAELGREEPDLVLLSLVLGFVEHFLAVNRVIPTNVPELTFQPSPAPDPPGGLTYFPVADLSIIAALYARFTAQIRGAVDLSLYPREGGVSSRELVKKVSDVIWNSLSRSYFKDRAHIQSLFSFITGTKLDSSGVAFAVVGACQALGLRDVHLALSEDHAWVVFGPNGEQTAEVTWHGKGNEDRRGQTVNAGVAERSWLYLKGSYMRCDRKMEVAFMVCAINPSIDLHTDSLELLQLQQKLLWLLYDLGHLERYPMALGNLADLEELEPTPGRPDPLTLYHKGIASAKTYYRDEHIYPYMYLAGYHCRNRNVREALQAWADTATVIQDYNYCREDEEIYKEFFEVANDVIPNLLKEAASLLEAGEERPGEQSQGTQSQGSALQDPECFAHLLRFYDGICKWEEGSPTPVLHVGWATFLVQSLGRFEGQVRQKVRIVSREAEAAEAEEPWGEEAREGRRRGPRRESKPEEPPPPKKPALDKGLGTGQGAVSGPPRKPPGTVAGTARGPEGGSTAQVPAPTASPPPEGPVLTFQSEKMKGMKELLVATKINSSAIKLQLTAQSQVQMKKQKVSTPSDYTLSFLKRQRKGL
Rab9 prom act = Rab9 promoter activation. actives 2.8% (n = 320,000). Potency, µM (series often up to 9.22 µM), without a hit: at the top dose activation, negative = inhibition, most hits filed as activators. Huh7 Rab9 promoter-luciferase reporter, luminescence, 24 h; note: potency is the fitted concentration of half-maximal effect; % of control where 0% means no effect; nearly all actives have a fitted effect of over 60% in size
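Measured in stably transfected Huh7 cells bearing a Rab9 promoter–luciferase construct: 24 h compound treatment at 37 °C, followed by luminescence detection.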
PKM2 activator = activators of human pyruvate kinase M2. P14618. purified PKM2, Kinase-Glo ATP luminescence, activation; response scale: 0% is enzyme alone, no compound. AID 1631. Potency, µM (highest dose often 57.5 µM), without a hit: at the highest dose activation, actives largely listed as activators. actives 0.34% (n = 260,000); note: potency is the fitted concentration of half-maximal effect; % is set by controls: 0 for no effect and ±100 for the full control effect; nearly all actives have a fitted effect of over 55% in size
Target sequence (P14618 whole entry, looked up): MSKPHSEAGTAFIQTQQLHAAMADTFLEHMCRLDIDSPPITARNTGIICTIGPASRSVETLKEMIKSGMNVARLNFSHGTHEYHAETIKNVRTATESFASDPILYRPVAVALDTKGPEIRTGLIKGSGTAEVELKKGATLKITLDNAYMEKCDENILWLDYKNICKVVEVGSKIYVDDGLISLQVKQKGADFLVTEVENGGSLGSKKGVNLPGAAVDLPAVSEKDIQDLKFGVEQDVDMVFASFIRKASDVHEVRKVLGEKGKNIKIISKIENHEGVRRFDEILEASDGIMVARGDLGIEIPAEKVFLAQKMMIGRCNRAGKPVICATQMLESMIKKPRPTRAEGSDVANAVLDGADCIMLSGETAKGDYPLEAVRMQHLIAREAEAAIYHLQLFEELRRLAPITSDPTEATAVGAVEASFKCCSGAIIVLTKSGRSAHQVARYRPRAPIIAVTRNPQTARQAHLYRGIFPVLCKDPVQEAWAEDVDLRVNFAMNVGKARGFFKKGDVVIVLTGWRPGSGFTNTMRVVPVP
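Purified hPK-M2 (>95% pure) converted ADP (0.1 mM final) to ATP with 0.5 mM PEP in 50 mM imidazole pH7.2, KCl, MgCl2, Tween 20, BSA; 1 h at room temperature. ATP detected by Kinase-Glo luminescence.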
KCNH2 3.1 block = KCNH2 3.1 (human) potassium channel inhibition; U2OS KCNH2 3.1, thallium flux FluxOr; active compounds read low; activity change, % (tested at about 1.8 µM); actives 0.95% (n = 340,000); AID 720553;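 active = maximum activity change below -70%; inconclusive = maximum activity change from -70% to -50%; inactive = maximum activity change above -50%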;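 note: thallium influx rate constant from kinetic fluorescence after stimulation buffer; % is set by controls: 0 for no effect and ±100 for the full control effect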
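Thallium flux via FluxOr fluorescence (Red40 quencher, 45 min loading) in U2OS cells virally expressing the KCNH2 3.1 isoform (1.77 x 10^8 /mL virus, overnight at 37 C). Rate constants from 2-min kinetic reads post-stimulation, normalised to positive and negative controls.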
RORg inh = inhibitors of mouse ROR gamma transcriptional activity; P51450; Drosophila S2 Gal4-RORgamma UAS-luciferase reporter, 20 h; actives 5.4% (n = 310,000); Potency, µM (series often up to 53.6 µM), for inactives: at the highest dose activity change, negative = inhibition, most hits filed as inhibitors; note: potency is the fitted concentration of half-maximal effect; % is set by controls: 0 for no effect and ±100 for the full control effect; nearly all actives have a fitted effect of over 60% in size
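Luciferase reporter read in Schneider cells carrying Gal4-RORγ (mouse) and UAS-Photinus luciferase; cells given compound 1 h before 700 uM copper sulfate induction, then incubated 20 h at ambient temperature.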
ELG1 DNA repair = blocks ELG1-dependent DNA repair in HEK293T cells; HEK293T ELG1-luciferase reporter, luminescence, 16 h; DNA damage induced by 5-fluorouridine; Potency, µM (highest dose often 46.1 µM), inactives show at the highest dose activity change, negative = inhibition, most hits filed as inhibitors; actives 2.3% (n = 330,000); note: potency is the fitted concentration of half-maximal effect; % is set by controls: 0 for no effect and ±100 for the full control effect; nearly all actives have a fitted effect of over 55% in size
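5-Fluorouridine DNA damage + compound/DMSO, 2,000 cells/well, 16 h, 37 °C/5% CO2. ONE-Glo, 30 min RT, luminescence. Readout = decrease in reporter signal.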
VP16 counter = counter-screen for ROR gamma inhibitors: Gal4-VP16 reporter | actives 3.5% (n = 310,000) | AID 2546 | Drosophila S2 Gal4-VP16 UAS-luciferase, luminescence, 20 h | Potency, µM (titrated, usually from 53.6 µM), inactives show at the highest dose activity, negative = inhibition, usual class: inhibitors;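 note: Gal4-VP16 expression switched on by copper sulfate through the metallothionein promoter; potency is the fitted concentration of half-maximal effect; % is set by controls: 0 for no effect and ±100 for the full control effect; nearly all actives have a fitted effect of over 50% in size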
MBNL1 CUG block = inhibitors of human MBNL1 binding to CUG repeat RNA; Q9NR56; TR-FRET MBNL1-His/biotin-(CUG)12 binding, 665/545 ratio; Potency, µM (series often up to 57.5 µM), inactives show at the highest dose activity change, negative = inhibition, actives largely listed as inhibitors; actives 0.036% (n = 280,000); AID 2675; active = well fitted inhibition curve with a large enough effect in the signal ratio, with a control signal flat, not every such curve was filed as active; inconclusive = small, poorly fitted or top-dose-only effect, or effect the other way, or a change in a side signal; inactive = no such curve, though single readings can be large or run the other way; the % refers to the signal ratio; note: potency is the fitted concentration of half-maximal effect; % is set by controls: 0 for no effect and ±100 for the full control effect
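Ratiometric TR-FRET (665 over 545 nm, excitation 340 nm) tracks disruption of MBNL1-His/biotin-(CUG)12 complex after 60 min at room temperature, with compounds at 92 nM to 58 uM final.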
The depositor's hits bear a star; ? = inconclusive; . = no result given; [ ] = another dose, or the depositor's remark. Unless noted, calls come from the whole dose curve; as a rule, active = well fitted curve in the direction sought with a large enough effect; inconclusive = small, poorly fitted or top-dose-only effect, or another doubt; inactive = no such curve, though single readings can be large; an effect the other way counts as inactive or inconclusive. These rows are one share of the data; the hit share may differ from the screen's.

SMILES	FLuc modulator	NPC1 promoter act	Mito fusion act	Menin MLL FP TR	Rab9 prom act	PKM2 activator	KCNH2 3.1 block	RORg inh	ELG1 DNA repair	VP16 counter	MBNL1 CUG block
CCOC(=O)c1[nH]c2ccccc2c1NC(=O)c1ccc2c(c1)OCO2	-15%	7%	0%	-1%[11.7 µM]	2%	0%	9	-37%	-6%	-11%	1%
CCc1nc(N2CCCCC2C(=O)O)c2oc3ccccc3c2n1 (stereo unspecified)	-22%	1%	0%	.	-1%	2%	-18	22%	-13%	3%	.
CC(=O)N1CCN(c2ccc(NC(=O)c3ccc(F)cc3)cc2)CC1	-5%	10%	-2%	-10%	14%	2%	8	31%	-5%	4%	-1%
S=C(NCc1ccco1)N/N=C/c1ccc(Cl)cc1	-11%	1%	5%	30%	-6%	2%	-44	2.5µM*	?	5.6µM*	5%
Cc1cc(C)cc(N(C(=O)c2ccc3c(c2)OCO3)C2C=CS(=O)(=O)C2)c1 (stereo unspecified)	4%	-4%	-4%	?	-6%	5%	9	25%	-2%	-10%	7%
C/C=C/Cn1c(SC)nc2c1c(=O)[nH]c(=O)n2C	3%	1%	0%	-18%	1%	11%	6	-10%	2%	4%	-7%
COc1cc(/C=C/C(=O)OCC(=O)NC(=O)NC(C)C)ccc1O	-6%	1%	6%	.	-1%	-6%	4	19%	0%	5%	?
COC(=O)c1ccc(NC(=O)CO/N=C2\CCCc3nonc32)cc1	-17%	-2%	-18%	?	0%	-1%	-6	-32%	-9%	1%	.
CC(C)[C@H](NC(=O)c1ccccc1Cl)C(=O)Nc1nc(-c2ccccn2)cs1	0%	-7%	-9%	-2%	-13%	-23%	-10	7.9µM*	?	?	-1%
CCOc1ccc(-n2cc(-c3ccccc3)c3c(N4CCOCC4)ncnc32)cc1	1%	-5%	2%	-28%	-13%	-1%	6	-15%	9.2µM*	0%[10 µM]	24%
O=C(NCc1ccc2c(c1)OCO2)C1(S(=O)(=O)c2ccccc2)CC1	4%	-1%	-2%	11%	1%	0%	3	-15%	-19%	17%	-2%
CCCCNC(=O)CN(c1cccc(F)c1)S(C)(=O)=O	0%	1%	-3%	9%	-1%	-2%	12	-2%	10%	-6%	2%
O=C(c1ccc(CS(=O)c2ccccc2Cl)o1)N1CCN(c2ccccn2)CC1 (stereo unspecified)	3%	-41%[inhibitor]	2%	.	-35%[inhibitor]	.	10	1%	?	0%	1%
O=C(COc1ccc(Cl)cc1)NNC(=O)C(=O)NC1CCCCC1	-1%	0%	-9%	.	-4%	6%	1	-11%	?	2%	5%
O=C(O)CN1CCN(C(c2ccccc2)c2ccccc2)CC1	4%	-2%	-2%	-9%	2%	0%	2	1%	-3%	-12%	-3%
CCc1ccccc1NC(=O)C1c2ccccc2Oc2ccccc21	4%	-1%	-3%	3%	-4%	0%	18	-26%	-5%	-15%	-15%
Fc1ccccc1-c1cc2ncccc2cn1	?	?	-10%	.	-6%	.	8	.	?	.	.
O=C(/C=C/c1cccc([N+](=O)[O-])c1)NC(=S)Nc1ccc(CN2CCOCC2)cc1	13%	-4%	0%	8%	-3%	0%	-13	13µM*	0%	?	-2%
COc1ccccc1CNC(=O)C(=O)NCCC1CCCCN1S(=O)(=O)c1ccccc1 (stereo unspecified)	-6%	3%	3%	.	-3%	.	0	.	?	.	.
COc1ccc(N/C=C(/C(C)=O)c2ccccc2)cc1	0%	0%	-2%	1%	-9%	1%	-6	-1%	21%	?	2%
CC(=O)N1CCN(c2ncnc3ccccc23)CC1	5%	2%	-1%	16%	6%	0%[11.5 µM]	-21	-28%	?	-5%	-2%
Cc1ccc(-n2nnnc2SCC(=O)Nc2cccnc2Cl)cc1	-10%	-8%	-1%	6%	1%	1%	-16	?	-6%	13µM*	-4%
Cc1ccc(S(=O)(=O)NC(=O)COc2cc(C)ccc2C(C)C)cc1	-2%	-4%	6%	6%	3%	12%	-17	17%	-3%	-1%	-6%
Cc1c(C(=O)NCCN2CCOCC2)oc2ccc(S(=O)(=O)N3CCCCCC3)cc12	0%	3%	-4%	-29%	1%	-6%	12	4%	?	1%	2%
COc1ccc(C(=O)Nc2cnn(Cc3c(F)cccc3Cl)c2)cc1OC	19µM*	19%	-3%	.	16%	-8%	-5	0%	?	-9%	-4%
Cc1ccc(CNC(=O)C(OC(=O)c2ccco2)C(C)C)cc1 (stereo unspecified)	3%	9%	8%	-7%	-3%	26%	13	15%	0%	-12%	-5%
COCc1nnc(NC(=O)c2cccs2)s1	-1%	-7%	1%	13%	-8%	-7%	9	6%	-8%	23%	0%
O=C(O)CCSc1nc2ccccc2s1	21µM*	-4%	0%	-1%	0%	-6%	12	1.8µM*	-19%	-9%	-10%
CC(NC(=O)c1nn(C)c(=O)c2ccccc12)c1ccc(F)cc1 (stereo unspecified)	3%	1%	-1%	11%	2%	1%	19	-33%	9%	5%	-7%
COc1cccc(C2=N/C(=C\N(C)C)C(=O)O2)c1	?	?	-8%	-1%	?	-5%	3	6%	?	-11%	?
CCOc1ccc(S(=O)(=O)N2CCC(C(=O)NCc3cccnc3)CC2)cc1	3%	-4%	1%	-1%	9%	13%	10	7%	-3%	-4%	-4%
CCOC(=O)NC1(C(F)(F)F)NC(=O)N(c2cccc(C(F)(F)F)c2)C1=O (stereo unspecified)	0%	-1%	1%	5%	-4%	7%	9	10%	13%	-1%	-20%
Oc1cccc(-c2nc3ccccc3s2)c1	1.7µM*	1%	15%	30%	?	-3%	-4	?	?	10µM*	-3%
N#CCCN(C1CCCCC1)S(=O)(=O)c1cccc2nsnc12	2%	-8%	-2%	3%	-2%	3%	-2	?	-18%	-13%	?
CCC(C)(C)C1CCC2(CC1)NC(=O)N(CC(=O)NC(C)CCc1ccccc1)C2=O (stereo unspecified)	0%	-7%	-3%	.	-5%	.	-1	.	1%	.	.
CC#CCN1c2ccccc2[C@]23C[C@@H](C(=O)OC)N(C(=O)C4CCC4)C2=NC(C(=O)OC)=C(C(=O)OC)[C@H]13	0%	-10%	17%	-11%[11.7 µM]	-6%	0%[11.5 µM]	0	4%	-4%	3%	-4%
COc1ccc(N2CCN(CCCNC(=O)Cn3c(=O)c4cccn4c4ccccc43)CC2)cc1	0%	2%	-2%	-9%	0%	.	-21	-10%	7%	8%	18%
N#C/C(=C\c1ccc(/C=C(/C#N)c2nn(CCO)c(N)c2C#N)cc1)c1nn(CCO)c(N)c1C#N	6%	1%	-3%	-6%	-1%	-1%	7	18%	0%	-5%	14%
COc1cc(C(=O)OCC(=O)N2CC(C)OC(C)C2)cc(OC)c1OC (stereo unspecified)	3%	0%	3%	-3%	-5%	-5%	-6	26%	11%	-3%	-8%
O=C(NCCC1=CCCCC1)c1cc(COc2ccc(F)cc2Cl)on1	?	-1%	-1%	.	-5%	.	-12	8%	-8%	0%	-1%
O=C(CCN1C(=O)/C(=C/c2ccc3c(c2)OCO3)SC1=S)NNC(=O)c1cccnc1	?	-1%	2%	0%	-3%	13%	-7	-19%	12%	3%	4%
COc1ccc2cnn(-c3ccc(OC(F)(F)Cl)cc3)c(=O)c2c1OC	0%	21%	-1%	.	26%	1%	10	20%	28%	1%	.
NS(=O)(=O)c1ccc(Nc2c([N+](=O)[O-])cncc2[N+](=O)[O-])cc1	3%	5%	2%	?	11%	-2%	-7	?	0%	?	?
CC1(C)CC(=O)C2=C(C1)Nc1ncnn1C2c1cccs1 (stereo unspecified)	-7%	-2%	0%	0%	0%	-2%	-14	-2%	12%	6%	.
CC(C(=O)N1CCN(c2ccccc2)CC1)c1ccc([N+](=O)[O-])cc1 (stereo unspecified)	2%	-5%	-29%	-4%	0%	2%	36	25%	1%	0%	?
CCN(CC)CCN1C(=O)C(=O)/C(=C(/O)c2ccc(OCC(C)C)cc2)C1c1ccncc1 (stereo unspecified)	2%	-1%	8%	4%	0%	9%	.	1%	?	-15%	-9%
CC(/C=C/c1ccccc1)=N\Nc1ccccc1[N+](=O)[O-]	7.6µM*	4µM*	10%	2%	?	-2%	5	28%	?	-3%	.

Compound activity deposited in PubChem by National Center for Advancing Translational Sciences (NCATS).
